# Assay outcomes deposited in PubChem BioAssay by National Center for Advancing Translational Sciences (NCATS).
# RORg inh: inhibitors of mouse ROR gamma transcriptional activity. P51450. Drosophila S2 Gal4-RORgamma UAS-luciferase reporter, 20 h. Potency, µM (doses to about 53.6 µM), without a hit: at the highest dose activity change, negative = inhibition, most hits filed as inhibitors. hit rate 5.4% among 310,000; also: potency is read from the fitted curve at half-maximal effect; % is scaled to controls: 0 for no effect and ±100 for the full control effect; nearly all actives have a fitted effect of over 60% in size
# Target sequence (P51450 whole entry, looked up, the tested form may be a part): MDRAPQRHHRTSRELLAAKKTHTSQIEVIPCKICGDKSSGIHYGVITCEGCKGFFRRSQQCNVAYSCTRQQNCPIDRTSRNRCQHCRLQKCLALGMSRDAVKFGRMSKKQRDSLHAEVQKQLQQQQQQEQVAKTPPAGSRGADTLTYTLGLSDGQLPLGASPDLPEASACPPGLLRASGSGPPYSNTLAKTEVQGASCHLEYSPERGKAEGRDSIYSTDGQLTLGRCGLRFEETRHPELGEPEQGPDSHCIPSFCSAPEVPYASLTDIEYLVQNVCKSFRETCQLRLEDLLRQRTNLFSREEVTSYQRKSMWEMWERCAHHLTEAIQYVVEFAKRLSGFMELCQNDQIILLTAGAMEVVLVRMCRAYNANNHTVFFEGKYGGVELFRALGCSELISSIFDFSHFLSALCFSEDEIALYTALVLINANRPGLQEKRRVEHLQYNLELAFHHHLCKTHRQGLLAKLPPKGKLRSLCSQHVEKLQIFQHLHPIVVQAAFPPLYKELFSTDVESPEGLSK
#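 ROR gamma transcriptional activity was tracked as Gal4-UAS luciferase output in stably transfected Drosophila Schneider cells, with compound added 1 hr before 700 uM copper sulfate induction and a 20 hr ambient-temperature incubation.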
# BRCA1 expr up: increases BRCA1 expression | Potency, µM (titrated, usually from 46.1 µM), inactives show top-dose activation, actives largely listed as activators | MCF7-BRCA1-FFLuc reporter, luminescence, 48 h; response scale: scaled: vehicle 0%, 10 µM genistein 100% | hit rate 1.1% among 380,000; also: potency is read from the fitted curve at half-maximal effect; nearly all actives have a fitted effect of over 80% in size; some results filed as inactive show a strong effect at the top dose
#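 Luminescence from a BRCA1-driven firefly luciferase in MCF7 cells was read after 48 h compound exposure at 37 C. Data normalized against DMSO and a 10microM genistein activation control, then curve-fitted across the titration.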
# Tb PFK inh: T. brucei PFK enzyme inhibition; O15648; T. brucei PFK, ADP-Glo luminescence; Potency, µM (doses to about 57.5 µM), without a hit: at the top dose activity, negative = inhibition, most hits filed as inhibitors; hit rate 0.17% among 330,000; AID 485367;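 also: potency is read from the fitted curve at half-maximal effect; 0% = uninhibited 1x PFK enzyme wells and -100% = no-enzyme wells; nearly all actives have a fitted effect of over 60% in size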
#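 ADP-Glo luminescence quantified ADP after 45 min at room temperature, with 1.25 nM T. brucei PFK, 0.1 mM ATP and 0.5 mM fructose-6-phosphate in pH 8.0 TEA buffer. qHTS titrations up to 57 µM; curves classified by quality.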
# p53 reactivator: re-activators of mutant p53; AID 504706; hit rate 0.063% among 320,000; Potency, µM (doses to about 92.2 µM), without a hit: top-dose activity change, positive = activation, usual class: activators; H1299 p53-A138V BP100-luciferase reporter, luminescence, 24 h; also: potency is read from the fitted curve at half-maximal effect; % of control where 0% means no effect; nearly all actives have a fitted effect of over 45% in size
#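 H1299 (p53-null), stable ts p53-A138V + BP100-Luc; 1000 cells/well, Opti-MEM/10% FBS; cpd 4 pt, 1:5; 24 h, 37 deg C, 5% CO2; detection reagent 10 min RT; luminescence.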
# ELG1 genotox: genotoxicity induction in ELG1-luciferase HEK293T cells | HEK293T ELG1-luciferase reporter, luminescence, 16 h | Potency, µM (highest dose often 46 µM), inactives show at the highest dose activity change, positive = activation, most hits filed as activators | hit rate 1.3% among 330,000 | AID 504466; also: potency is read from the fitted curve at half-maximal effect; % of control where 0% means no effect; nearly all actives have a fitted effect of over 60% in size
#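 Step 1: seed 2,000 HEK293T ELG1-luciferase cells per well. Step 2: add compound or DMSO, incubate 16 hr at 37 °C. Step 3: ONE-Glo, 30 min at room temperature, read luminescence.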
# NPC1 promoter act: NPC1 promoter activation; Huh7 NPC1 promoter luciferase reporter, 24 h; Potency, µM (top dose mostly 9.22 µM), for the others: at the highest dose activation, usual class: activators; hit rate 2.4% among 320,000;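 also: potency is read from the fitted curve at half-maximal effect; % of control where 0% means no effect; nearly all actives have a fitted effect of over 60% in size; reporter is driven by a mutant NPC1 promoter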
#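 Stable NPC1-promoter luciferase Huh7 line; cpd (DMSO) 24 h, 37 °C, 5% CO2; Amplite luciferase reagent 10 min RT; luminescence readout. qHTS format.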
# FLuc modulator: inhibits or activates purified firefly luciferase, miR-21 counter-screen; hit rate 6.9% among 360,000; Potency, µM (top dose mostly 57.5 µM), for inactives: at the highest dose activity change, negative = inhibition, most hits filed as inhibitors; P08659; purified FLuc, Km substrates, luminescence inhibition;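 also: potency is read from the fitted curve at half-maximal effect; plate controls were vehicle for no effect and reference inhibitor for full effect; nearly all actives have a fitted effect of over 55% in size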
# Target sequence (P08659 whole entry, looked up): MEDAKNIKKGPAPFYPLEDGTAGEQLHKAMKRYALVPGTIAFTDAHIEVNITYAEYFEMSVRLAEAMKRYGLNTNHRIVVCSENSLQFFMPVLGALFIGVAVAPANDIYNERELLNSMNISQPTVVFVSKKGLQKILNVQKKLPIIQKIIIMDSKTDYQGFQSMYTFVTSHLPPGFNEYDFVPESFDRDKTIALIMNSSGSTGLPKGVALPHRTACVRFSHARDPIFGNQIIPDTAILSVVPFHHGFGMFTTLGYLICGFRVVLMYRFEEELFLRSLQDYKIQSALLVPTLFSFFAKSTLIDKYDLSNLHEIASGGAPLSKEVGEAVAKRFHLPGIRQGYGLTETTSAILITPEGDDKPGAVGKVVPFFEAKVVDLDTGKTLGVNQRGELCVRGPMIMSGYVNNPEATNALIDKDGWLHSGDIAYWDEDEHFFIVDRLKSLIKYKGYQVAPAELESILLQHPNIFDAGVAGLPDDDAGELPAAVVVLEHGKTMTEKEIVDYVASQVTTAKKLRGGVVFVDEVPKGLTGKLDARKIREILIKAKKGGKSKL
#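 Purified P. pyralis luciferase (10nM final) with 10uM D-luciferin and 10uM ATP (Km levels) in 50mM Tris acetate pH 7.5, 10mM Mg acetate, 0.01% Tween-20, 0.05% BSA; qHTS 6-point titration, ~60 µM downward; luminescence read.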
# ELG1 DNA repair: inhibitors of ELG1-dependent DNA repair in HEK293T cells; HEK293T ELG1-luciferase reporter, luminescence, 16 h; DNA damage induced by 5-fluorouridine; Potency, µM (highest dose often 46.1 µM), for inactives: top-dose activity change, negative = inhibition, usual class: inhibitors; hit rate 2.3% among 330,000; AID 504467; also: potency is read from the fitted curve at half-maximal effect; % is scaled to controls: 0 for no effect and ±100 for the full control effect; nearly all actives have a fitted effect of over 55% in size
#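 DMSO vehicle served as the neutral condition. Each well held 2,000 cells given 5-fluorouridine plus compound; after 16 hr at 37 °C/5% CO2, ONE-Glo was added and luciferase measured 30 min later.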
# TRPV1 agonist: activates the human vanilloid receptor TRPV1; Q8NER1; TRPV1-expressing cells, Fluo-8 calcium influx, agonist mode; activation, % at 8.33 µM; hit rate 0.19% among 320,000; in the data active = activation above about 80%; inconclusive = between about 30% and that limit; also: 0% is about no effect
#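 Cells expressing TRPV1 were dye-loaded with Fluo-8 and read kinetically: 10 s baseline, 3 min after compound (agonist portion), then 2 min after EC20 capsaicin (allosteric enhancer portion). Calcium-bound dye fluorescence at 480/520 nm.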
# Rab9 promoter act: Rab9 promoter activation | Huh7 Rab9 promoter-luciferase reporter, luminescence, 24 h | Potency, µM (doses to about 9.22 µM), for the others: at the highest dose activation, negative = inhibition, usual class: activators | hit rate 2.8% among 320,000; also: potency is read from the fitted curve at half-maximal effect; % of control where 0% means no effect; nearly all actives have a fitted effect of over 60% in size
#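 Quantitative HTS format; Huh7 Rab9-luciferase reporter cells (1500/well) receive compound 2 h post-plating, incubate 24 h at 37 °C, then get luciferase reagent for 10 min before luminescence reading.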
# VP16 counter: counter-screen for ROR gamma inhibitors: Gal4-VP16 reporter | Drosophila S2 Gal4-VP16 UAS-luciferase, luminescence, 20 h | Potency, µM (highest dose often 53.6 µM), inactives show top-dose activity, negative = inhibition, hits mostly inhibitors | hit rate 3.5% among 310,000 | AID 2546;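 also: Gal4-VP16 expression switched on by copper sulfate through the metallothionein promoter; potency is read from the fitted curve at half-maximal effect; % is scaled to controls: 0 for no effect and ±100 for the full control effect; nearly all actives have a fitted effect of over 50% in size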
# * hit, by the source's call; ? = inconclusive; . = no result given; [ ] = dose if it differs, or a comment. Unless noted, calls follow the shape of the dose curve; as a rule, active = well fitted curve in the direction sought with a large enough effect; inconclusive = small, poorly fitted or top-dose-only effect, or another doubt; inactive = no such curve, though single readings can be large; an effect the other way counts as inactive or inconclusive.
nr	mol	ELG1 DNA repair	RORg inh	Tb PFK inh	p53 reactivator	Rab9 promoter act	VP16 counter	ELG1 genotox	TRPV1 agonist	NPC1 promoter act	FLuc modulator	BRCA1 expr up
1	COC(=O)c1ccc(N2NC(=O)/C(=C/c3ccc(OC)c(OC)c3)C2=O)cc1	3%	-3%	-1%	.	-2%	0%	0%	-3	1%	?	-4%
2	O=C(Nc1ccc(F)cc1)C1C(c2ccccc2)C1(Cl)Cl (configuration not stated)	0%	0%	-5%	16%	-7%	5%	-1%	?	-4%	5%	-19%
3	COc1ccc(CC(=O)NNC(=S)Nc2ccc(Br)cc2)cc1	-6%	?	4%	-3%	-7%	-27%	-1%	3	-4%	7%	-2%[1.84 µM]
4	O=C(CS(=O)(=O)c1cn(CC(=O)N2CCCC2)c2ccccc12)Nc1ccccc1F	9%	21%	-5%	-7%	8%	4%	-2%	-6	-1%	4%	-21%
5	COC(=O)CN1C(c2cccc(Cl)c2)=Nc2ccc(Cl)cc2C1c1ccccc1 (configuration not stated)	?	41%	-6%	12%	0%	-20%	-6%	3	-4%	-2%	-57%
6	CSc1n[nH]c2nc3c(c(=O)n12)C1(CCCC1)Cc1ccccc1-3	14%	-19%	-1%	-2%	-1%	2%	1%	7	5%	1%	-57%
7	COc1ccc(CNC(=O)CN2CCN(S(=O)(=O)c3ccccc3)CC2)cc1	1%	.	-2%	0%	3%	.	-1%	2	-1%	4%	16%
8	O=C(/C=C/c1ccccc1Cl)NCc1cccs1	?	16%	0%	?	?	-2%	?	?	28%	?	4µM*
9	CCOC(=O)C1CN(S(C)(=O)=O)c2cc(CC(=O)OC)ccc2O1 (configuration not stated)	-11%	3%	-3%	1%	-4%	-14%	0%	-1	-1%	0%	15%
10	O=C(NOCc1ccccc1)c1coc(-c2ccccc2)n1	?	.	-5%	-2%	.	.	2%	.	.	.	0%
11	O=C(CSc1n[nH]c(-c2cccs2)n1)N1CCN(S(=O)(=O)c2ccccc2)CC1	-20%	?	-1%	0%	15%	10%	-3%	3	6%	2%	-5%[1.84 µM]
12	COc1cccc(/C=C(/C(=O)OCC(=O)NC2CCCCCCC2)c2ccccc2)c1	-4%	-6%[10 µM]	0%	8%	-6%	4%	-4%	?	-1%	2%	-44%
13	COc1ccc(NC(=O)CN(C)CC(=O)NC2CCC(C)CC2)cc1 (configuration not stated)	12%	.	-9%	0%	2%	.	-1%	3	1%	4%	0%
14	CCOC(=O)c1sc(NC(=O)CSc2nnnn2-c2ccc(C)cc2C)nc1C	-9%	-21%	0%	-13%	0%	5%	0%	0	1%	5%	-36%
15	CC1(C)Nc2ccccc2C(=O)N1NS(=O)(=O)c1ccccc1	-1%	12%	-10%	-2%	0%	6%	0%	-2	-3%	11%	-13%
16	COc1ccc2cc(C#N)c(SCC(=O)NNC(=O)Cc3ccccc3)nc2c1	-4%	-38%	0%	0%	6%	-10%	-2%	-6	-8%	3%	-21%
17	CCOc1ccccc1NC(=O)CCCN1C(=S)NC(C)(C)CC1C (configuration not stated)	-1%	14µM*	-5%	-1%	3%	?	2%	-2	-5%	4%	1%
18	O=C(Nc1cnn(Cc2ccccc2)c1)c1nc2ncccn2n1	?	16%	-6%	13%	?	1%	?	3	?	?	?
19	COC(=O)C1=C(C)NC2=C(C(=O)CCC2)C1c1cccs1 (configuration not stated)	-2%	-17%	-15%	-15%	2%	5%	-1%	-7	-1%	0%	.
20	Cc1ccc(CNC(=O)COC(=O)c2ccc(Br)o2)cc1	10%	.	0%	11%	1%	.	3%	24	-1%	.	-2%
21	O=C(CCC1CCCN(C(=O)c2cccnc2)C1)NCc1ccccc1F (configuration not stated)	27%	4%	1%	12%	-2%	14%	2%	-4	-3%	-2%	4%
22	CCCNC(=O)NC(=O)COC(=O)CC(NC(N)=O)c1ccc(Cl)cc1 (configuration not stated)	9%	?	0%	9%	-4%	-26%	-2%	1	-1%	5%	2%
23	C=CCn1c(=O)/c(=C\c2ccccn2)s/c1=C(/C#N)C(=O)NCC1CCCO1 (configuration not stated)	-22%	8%	0%	4%	0%	0%	4%	30	1%	-6%	-8%
24	CCn1c(C(=O)N2CCc3ccccc3C2)cc2sccc21	9%	28%	0%	2%	-9%	19%	7%	?	2%	-17%	87%
25	COc1cc(OC)cc(C(=O)NCc2ccc3[nH]c(C)cc3c2)c1	-10%	6%	-1%	0%	2%	-23%	-3%	2	7%	?	-4%

# Part of the list above, limited to TRPV1 agonist and ELG1 DNA repair.
no.	SMILES	TRPV1 agonist	ELG1 DNA repair
14	CCOC(=O)c1sc(NC(=O)CSc2nnnn2-c2ccc(C)cc2C)nc1C	0	-9%
15	CC1(C)Nc2ccccc2C(=O)N1NS(=O)(=O)c1ccccc1	-2	-1%
16	COc1ccc2cc(C#N)c(SCC(=O)NNC(=O)Cc3ccccc3)nc2c1	-6	-4%
17	CCOc1ccccc1NC(=O)CCCN1C(=S)NC(C)(C)CC1C (configuration not stated)	-2	-1%

# The list continues.
nr	mol	ELG1 DNA repair	RORg inh	Tb PFK inh	p53 reactivator	Rab9 promoter act	VP16 counter	ELG1 genotox	TRPV1 agonist	NPC1 promoter act	FLuc modulator	BRCA1 expr up
26	CC1Oc2ccccc2N(CC(=O)Nc2ccccc2F)C1=O (configuration not stated)	?	-29%	1%	.	0%	-4%	-4%	-2	-5%	6%	-17%
27	O=C(COc1ccccc1Cl)NCCCNC(=O)c1ccco1	29%	-24%	-5%	-4%	7%	9%	1%	-2	-1%	0%	1%
28	Clc1ccc(N/N=C/c2cccnc2)cc1	?	?	7%	?	26%	?	17%	8	28%	17µM*	?
29	CCc1nnc(NC(=O)CSc2nnc(-c3cc4ccccc4cc3O)n2CC)s1	?	?	1%	1%	2%	-6%	-7%	-2	-1%	-4%	0%
30	CCOCC(=O)N1CCC(Cc2ccccc2)CC1	2%	4%	-1%	-1%	1%	0%[10 µM]	-4%	1	-4%	1%	-2%
31	Cc1ccccc1CSc1nnc(-c2cccs2)n1Cc1ccco1	-15%	-14%	0%	4%	-1%	0%	-9%	25	-2%	1%	-20%
32	CCC(=O)Nc1ccc(Br)c(Cl)c1	6%	28%	-2%	-3%	-10%	-19%	6%	25	0%	-13%	-3%
33	O=c1cc(CSc2ccccc2)[nH]c2ccccc12	12µM*	?	-5%	-7%	-1%	-24%	-9%	4	1%	-3%	-2%
34	Cc1cccc(-n2cnc3sc(C)c(C)c3c2=O)c1	?	31%	-3%	11%	12%	10%	8%	0	1%	-12%	47%
35	NS(=O)(=O)c1ccc(N=Nc2c(O)[nH]c3ccc(Br)cc23)cc1	6%	?	3%	13%	-9%	-23%	6%	0	18%	-1%	-1%

# 6 compounds out of the list above, ordered by the value under TRPV1 agonist, largest number first.
No. | Molecule | TRPV1 agonist
31 | Cc1ccccc1CSc1nnc(-c2cccs2)n1Cc1ccco1 | 25
28 | Clc1ccc(N/N=C/c2cccnc2)cc1 | 8
33 | O=c1cc(CSc2ccccc2)[nH]c2ccccc12 | 4
30 | CCOCC(=O)N1CCC(Cc2ccccc2)CC1 | 1
35 | NS(=O)(=O)c1ccc(N=Nc2c(O)[nH]c3ccc(Br)cc23)cc1 | 0
29 | CCc1nnc(NC(=O)CSc2nnc(-c3cc4ccccc4cc3O)n2CC)s1 | -2

# Whole records from above. Order of values: ELG1 DNA repair	RORg inh	Tb PFK inh	p53 reactivator	Rab9 promoter act	VP16 counter	ELG1 genotox	TRPV1 agonist	NPC1 promoter act	FLuc modulator	BRCA1 expr up
# Shown for `NS(=O)(=O)c1ccc(N=Nc2c(O)[nH]c3ccc(Br)cc23)cc1` : 6%	?	3%	13%	-9%	-23%	6%	0	18%	-1%	-1%
# Shown for `Clc1ccc(N/N=C/c2cccnc2)cc1` : ?	?	7%	?	26%	?	17%	8	28%	17µM*	?
